Screening results deposited in PubChem BioAssay by The Scripps Research Institute Molecular Screening Center.
LYPLA2 inh = LYPLA2 inhibitors, primary screen, counter-screen for PME1 inhibitor project, biochemical, fluorescence polarization, FP-Rh probe ABPP; Acyl-protein thioesterase 2 (Homo sapiens), O95372; recombinant LYPLA2; inhibition, % at 5.9 µM; 0.38% of 320,000 active;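 active = inhibition above the screen-wide mean plus 3 SD, limit set per campaign, cut at about 26% in these data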;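 note: 0% = LYPLA2 with DMSO and 100% = wells lacking LYPLA2 enzyme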
pPAFAH inh = pPAFAH enzyme inhibitors, primary screen, biochemical, fluorescence polarization, human. 1.5% of 330,000 active. recombinant pPAFAH, FP-rhodamine probe fluorescence polarization. inhibition, % at 3.39 µM. Platelet-activating factor acetylhydrolase (Homo sapiens), Q13093;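 active = inhibition above the mean inhibition across the screen plus 3 SD, cut at about 25% in these data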;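 note: inhibitors block binding of the rhodamine activity-based probe so polarization drops; 0% = enzyme with DMSO and 100% = wells lacking pPAFAH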
PAFAH1B2 FP inh = PAFAH1B2 enzyme inhibitors, primary screen, biochemical, fluorescence polarization, human; Platelet-activating factor acetylhydrolase IB subunit alpha2 (Homo sapiens), P68402; recombinant PAFAH1B2, FP-rhodamine activity probe; inhibition, % at 3.39 µM; 1.2% of 340,000 active; AID 492953, 2010;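 active = inhibition above the mean of all tested compounds plus 3 SD, cut at about 24% in these data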;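 note: 0% = enzyme with DMSO and 100% = wells lacking PAFAH1B2; many of its hits are not listed in these tables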
GSTO1 inh = inhibitors of recombinant GSTO1, primary screen, counter-screen for RBBP9 inhibitor project, biochemical, fluorescence polarization | Glutathione S-transferase omega-1 (Homo sapiens), P78417 | activity-based probe fluorescence polarization | inhibition, % at 5.96 µM | 1.1% of 300,000 active | AID 1974, 2009;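 active = inhibition above the campaign mean inhibition plus 3 SD, cut at about 35% in these data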;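 note: 0% = GSTO1-1 with DMSO and 100% = wells lacking GSTO1-1 enzyme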
PAD4 inh = human PAD4 inhibitors, primary screen, biochemical, fluorescence polarization, 1536-well format; Protein-arginine deiminase type-4 (Homo sapiens), Q9UM07; inhibition, % at 6.36 µM; 0.41% of 330,000 active; recombinant PAD4, RCA probe fluorescence polarization;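 active = percent inhibition above a cutoff equal to the mean of all tested compounds plus 3 SD, cut at about 15% in these data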;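 note: 0% = PAD4 with RCA probe and DMSO and 100% = probe without PAD4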
Target sequence (Q9UM07 whole entry, looked up): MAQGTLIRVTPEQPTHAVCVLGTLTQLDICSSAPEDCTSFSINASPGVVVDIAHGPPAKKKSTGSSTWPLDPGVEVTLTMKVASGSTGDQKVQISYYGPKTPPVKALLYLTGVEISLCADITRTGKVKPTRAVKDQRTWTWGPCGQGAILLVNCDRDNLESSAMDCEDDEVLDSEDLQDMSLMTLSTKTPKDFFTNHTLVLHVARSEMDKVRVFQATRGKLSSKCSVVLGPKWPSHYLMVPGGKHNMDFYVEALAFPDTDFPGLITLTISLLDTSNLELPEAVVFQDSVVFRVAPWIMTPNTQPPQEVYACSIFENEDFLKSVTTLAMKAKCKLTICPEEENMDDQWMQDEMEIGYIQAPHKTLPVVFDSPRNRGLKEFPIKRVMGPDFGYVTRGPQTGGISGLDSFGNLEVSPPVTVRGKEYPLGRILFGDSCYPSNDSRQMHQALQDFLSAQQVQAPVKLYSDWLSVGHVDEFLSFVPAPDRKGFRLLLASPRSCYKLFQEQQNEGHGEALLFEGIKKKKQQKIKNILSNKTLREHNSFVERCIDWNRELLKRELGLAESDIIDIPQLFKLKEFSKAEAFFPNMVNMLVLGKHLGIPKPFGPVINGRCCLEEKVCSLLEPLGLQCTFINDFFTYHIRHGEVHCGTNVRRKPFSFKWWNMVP
PME-1 inh = PME-1 inhibitors via competitive probe labeling, primary screen, biochemical, fluorescence polarization, FP-Rh probe, HTS | 0.53% of 320,000 active | inhibition, % at 5.9 µM | recombinant PME-1 | Protein phosphatase methylesterase 1 (Homo sapiens), Q9Y570 | AID 2130, 2009;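 active = inhibition above the campaign mean of all compounds plus 3 SD, cut at about 26% in these data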;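 note: competitive labeling of PME-1 active site by serine hydrolase directed probe; 0% = PME-1 with DMSO and 100% = wells lacking PME-1 enzyme; inhibitors block probe labeling so polarization falls and inhibition rises; many of its hits are not listed in these tables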
Target sequence (Q9Y570 whole entry, looked up): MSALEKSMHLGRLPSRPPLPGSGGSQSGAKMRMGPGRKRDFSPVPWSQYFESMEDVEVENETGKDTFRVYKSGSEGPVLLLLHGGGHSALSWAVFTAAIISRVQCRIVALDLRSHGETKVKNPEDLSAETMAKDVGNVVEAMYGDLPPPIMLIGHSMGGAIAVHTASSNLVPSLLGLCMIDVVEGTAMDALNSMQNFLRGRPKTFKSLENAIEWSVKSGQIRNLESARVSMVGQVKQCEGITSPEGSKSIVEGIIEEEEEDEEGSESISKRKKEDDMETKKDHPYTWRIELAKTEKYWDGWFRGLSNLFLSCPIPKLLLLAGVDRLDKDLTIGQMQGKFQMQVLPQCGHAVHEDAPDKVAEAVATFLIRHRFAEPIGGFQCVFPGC
LYPLA1 inh = LYPLA1 inhibitors, primary screen, counter-screen for PME1 inhibitor project, biochemical, fluorescence polarization, FP-Rh probe ABPP. Acyl-protein thioesterase 1 (Homo sapiens), O75608. recombinant LYPLA1. inhibition, % at 5.9 µM. 0.16% of 320,000 active. AID 2174, 2009;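 active = inhibition above the mean of all tested compounds plus 3 SD, set per campaign, cut at about 14% in these data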;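 note: inhibitors block serine hydrolase probe labeling of LYPLA1 so polarization falls; 0% = enzyme with DMSO and 100% = wells lacking LYPLA1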
PAFAH2 inh = PAFAH2 enzyme inhibitors, primary screen, biochemical, fluorescence polarization, human; inhibition, % at 3.39 µM; recombinant PAFAH2, FP-rhodamine activity probe; AID 492956, 2010; 0.99% of 340,000 active; Platelet-activating factor acetylhydrolase 2, cytoplasmic (Homo sapiens), Q99487;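 active = inhibition above the mean over all tested compounds plus 3 SD, cut at about 30% in these data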;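 note: inhibitors block probe labeling of enzyme so polarization drops; 0% = enzyme with DMSO and 100% = wells lacking PAFAH2 protein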
PAFAH1B3 FP inh = PAFAH1B3 enzyme inhibitors, primary screen, biochemical, fluorescence polarization, human. Platelet-activating factor acetylhydrolase IB subunit alpha1 (Homo sapiens), Q15102. recombinant PAFAH1B3, FP-rhodamine probe. inhibition, % at 3.39 µM. 0.28% of 340,000 active. AID 492972, 2010;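 active = inhibition above the screen-wide average of all tested compounds plus 3 SD, cut at about 25% in these data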;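 note: 0% = enzyme with DMSO only and 100% = wells lacking PAFAH1B3 protein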
* hit, by the source's call; / = no result given. A portion of the library (hit frequency here may not be typical).

SMILES	LYPLA2 inh	pPAFAH inh	PAFAH1B2 FP inh	GSTO1 inh	PAD4 inh	PME-1 inh	LYPLA1 inh	PAFAH2 inh	PAFAH1B3 FP inh
COC(=O)C1(CC2CC(c3ccncc3)=NO2)CCN(C(=O)OC(C)(C)C)CC1 (stereo not given)	-1	-1	5	4	-2	-1	-3	-5	1
CCOC(=O)C1CCCN(C(=O)c2cccc(N3C(=O)c4ccccc4C3=O)c2)C1 (stereo not given)	2	0	-1	/	4	9	-1	2	4
C#CCOCCOCCOCCNc1nc(N2CCN(C(=O)CCCCCCCCCCNC(=O)[C@H](CCCCN)n3cc(CCO)nn3)CC2)nc(N2CCN(C(=O)CCCCCCCCCCNC(=O)[C@H](CCCN=C(N)N)n3cc(C[C@@H](C)CC)nn3)CC2)n1	-11	-6	7	-1	-6	-11	-6	-10	-5
Cc1cccc(C)c1NC(=O)CNC(=O)CCNC(=O)c1ccco1	-8	-6	1	/	-8	2	-1	-2	2
COC(=O)C(C(=O)OC)C(C[N+](=O)[O-])c1ccc(OC)cc1 (stereo not given)	4	-2	1	2	-3	-2	4	2	-4
CCn1c(SCC(=O)N2CCCC2)nc2c1c(=O)n(C)c(=O)n2C	5	5	4	3	1	1	-2	-4	12
Cn1nc(C(F)(F)F)cc1-c1ccc(/C=C(\C#N)C(=O)c2cccc(C(F)(F)F)c2)s1	-3	9	/	0	-2	-6	-3	/	/
CCN(C(=O)CCS(=O)(=O)c1ccc(Br)cc1)c1ccc2c(c1)OCO2	8	2	19	3	-4	4	2	0	6
CC(C)C1Cc2c(sc3c2c(=O)n(-c2ccccc2)c2n[nH]c(=S)n32)CO1 (stereo not given)	2	8	6	0	-1	7	-1	0	0
N/C(=N\OC(=O)c1ccc(Cl)cc1)c1[nH]ncc1Br	-11	-7	-1	-10	-1	-10	-2	1	-7
Cc1[nH]c2ccc(C(=O)NC3CCCC3)cc2c1C	11	1	1	/	-4	1	2	3	7
CCOc1cccc(CNc2ccc(O)cc2)c1OCc1ccccc1Cl	20	32*	5	77*	1	34*	7	2	6
O=C(CSc1n[nH]c(=O)[nH]c1=O)NC1CC1	-5	1	-1	0	-4	3	-5	-2	0
COc1cc(C(=O)NCCNc2nc3cc(C)ccc3cc2C#N)cc(OC)c1OC	2	2	2	2	-2	-5	-4	4	-1
Cc1ccc(NC(=O)CN(C)C(=O)c2cc(-c3ccco3)nc3ccccc23)cc1	-1	32*	1	10	-21	-12	-4	3	2
COc1ccc2cc(C(c3nnnn3C3CCCC3)N3CCCCCC3)c3nnnn3c2c1 (stereo not given)	-5	1	5	-4	2	4	-2	7	1
CC(CCc1ccccc1)NC(=O)COC(=O)c1ccccc1Br (stereo not given)	3	2	10	1	0	-3	-2	27	9
CC(=O)Nc1ccc(C(=O)COC(=O)c2cccs2)c(F)c1	5	-4	2	/	-3	3	-2	-1	7
CCOC(=O)c1ccc(NC(=S)NCc2ccco2)cc1	-2	-3	-2	-9	-3	-4	-2	5	4
CN1CCN(NC(=O)CN2C(=O)S/C(=C\c3c(Cl)cccc3Cl)C2=O)CC1	2	19	3	10	5	1	3	2	1
Cc1oc(-c2ccc(F)cc2)cc1-c1nn2c(-c3ccoc3C)nnc2s1	-2	35*	0	-18	-7	8	-8	16	6
COc1cc([N+](=O)[O-])ccc1N1C(=O)CC(Sc2nccc(C)n2)C1=O (stereo not given)	0	9	2	-2	-6	2	-3	0	-3
CCCOC(=O)c1ccc(NC(=O)C(CC)CC)cc1	-3	-1	5	1	3	-4	-2	-1	4
COc1ccc(C)cc1NC(=O)C1CCCN(S(=O)(=O)c2cnc[nH]2)C1 (stereo not given)	-4	-3	8	2	2	3	-1	-6	5
O=C(COC(=O)CCc1nc2ccccc2n1-c1ccccc1)Nc1cccc(Cl)c1	-20	5	-2	-1	-6	-7	-7	4	3
Cc1nnc2c(SC(C)C)nc3ccccc3n12	5	7	3	42*	0	-3	0	-2	7
CCn1cc(Cl)c(C(=O)Nc2ccccc2C(N)=O)n1	-3	2	1	-4	-1	-1	1	1	10
O=C(OCn1ncc(Cl)c(Cl)c1=O)c1ccccc1Cl	8	9	2	48*	28*	-1	-7	3	6
COc1ccccc1C(=O)N/N=C(\C)CC(=O)Nc1ccc(Cl)cn1	1	1	1	-5	-1	6	-2	3	-4
Cc1cccn2c(=O)c3cc(C(=O)NC4CCCCCC4)sc3nc12	-7	4	-2	-6	2	-5	-3	0	4
CCn1cc(CCC(=O)NC2CCCC2)c2ccccc21	7	8	4	-2	-1	-5	2	7	7
CC1(C)CC2(CCO1)C(Nc1ccccc1)=NC(=S)N2CC(N)=O (stereo not given)	-5	-1	3	5	-10	-1	0	1	-2
N#C/C(=C(/O)COc1ccc(Cl)cc1)c1nc2ccccc2s1	5	17	10	-25	-1	-9	-3	7	6
CC1CCc2c(sc(NC(=S)NC(=O)c3ccccc3)c2C#N)C1 (stereo not given)	-2	2	-1	-3	0	11	0	-8	-4
S=C(Nc1ccccc1)Nc1nc2ccccc2n1CCOc1ccc(Cl)cc1	-2	-3	3	-5	-5	-1	-2	-12	-6
CCCCC(=O)Nc1nc(C)c(-c2csc(Nc3cc(Cl)ccc3OC)n2)s1	-15	17	11	-1	-4	7	-11	-18	12
CC(C)Oc1ccc(C(=O)NC2CCN(Cc3ccccc3)CC2)cc1	2	5	3	1	-4	-3	-2	5	-5
CC(C)OC(=O)c1cccc(C(=O)Nc2cccc(NC(=O)c3cccc(C(=O)OC(C)C)n3)n2)n1	-1	3	1	3	-1	3	-4	-8	12
CC(C)Cn1c(N)c(C(=O)COC(=O)Cc2cccs2)c(=O)n(C)c1=O	3	2	-3	0	46*	3	2	-3	-2
C=CCn1c(SCC(=O)Nc2ccccc2C)nc2sc(C)c(C)c2c1=O	0	-1	0	-4	3	-4	-1	2	0
O=C1[C@H]2[C@@H](c3ccc(F)cc3)N3C(=O)N(c4ccc(Br)cc4)C(=O)[C@@]3(Cc3ccccc3)[C@H]2C(=O)N1C1CCCCC1	-5	1	1	-3	3	-9	-4	-16	-6
O=C(COC(=O)CNC(=O)c1cccc([N+](=O)[O-])c1)Nc1ccccc1OC(F)F	-2	1	5	3	6	-2	-1	3	5
NS(=O)(=O)c1cccc(NC(=O)COC(=O)CCSc2ccccc2)c1	-7	25*	15	-2	-6	5	-2	-5	-1
CN(CCc1ccccn1)Cc1ccc(Cl)cc1	3	-1	8	6	-3	0	2	2	-5
O=S(=O)(c1ccc2nc(N3CCN(c4ccccc4F)CC3)ccc2c1)N1CCCCC1	-3	6	5	4	2	-6	-1	5	14
COc1ccc(NC(=O)c2ccco2)cn1	0	1	2	-1	0	1	0	-6	2
CC1Cc2cc(/C(O)=C3/C(=O)C(=O)N(CCCn4ccnc4)C3c3ccco3)ccc2O1 (stereo not given)	-1	2	-1	3	-9	6	2	5	0
Cc1oc(-c2ccccc2)cc1C(=O)Nc1ccc2ccccc2c1	-26	-4	5	-2	6	-6	-13	8	1
COC(=O)c1c(N)sc2c1CCN(c1ncc(C(F)(F)F)cc1Cl)C2	6	4	3	8	-8	6	2	0	-4
CC(=O)c1sc(NC(=O)CCNC(=O)c2ccco2)nc1-c1ccccc1	2	9	3	-4	1	6	-3	2	6
COc1cc(C2N(c3ccccc3)CCN2c2ccccc2)ccc1OC(C)=O	-2	0	6	5	1	1	0	7	6
O=C(NCc1ccc2c(c1)OCO2)C1CCCCC1	-2	-3	1	7	1	-3	-3	0	3
Cc1cccc(CNC(=O)C(C)n2nc(C)c3c(C)n(-c4ccccc4)nc3c2=O)c1 (stereo not given)	-5	-2	-3	-2	0	4	1	8	1
O=C(CCc1ccccc1)Nc1cc(C(F)(F)F)ccc1Cl	2	11	0	2	-3	3	1	4	8
COc1ccc(N2C(=O)/C(=C/c3ccc([N+](=O)[O-])cc3)N=C2C)c(OC)c1	3	5	2	-2	-7	1	2	0	2
O=S(=O)(NC1CCCC1)c1ccc(Br)s1	4	11	10	4	-2	6	2	5	-3
COc1cccc(Nc2nc(-c3ccc(O)cc3)cs2)c1	-2	13	2	-5	2	10	-3	4	20
Cc1ccc(NC(=O)COc2ccc(/C=C3/SC(=Nc4ccccc4)N(Cc4cccnc4)C3=O)cc2)cc1	0	5	-4	0	-3	0	68*	-6	-2
CCOc1ccc(NC(=O)Nc2ccc(N(C)C(C)=O)cc2)cc1	3	5	4	7	-1	0	-2	3	-3
CCOC(=O)c1c(S(=O)(=O)Nc2cccc(Cl)c2)c(C)n(C)c1C	-2	2	-8	9	-1	-21	-5	1	-1

Further compounds follow.
SMILES	LYPLA2 inh	pPAFAH inh	PAFAH1B2 FP inh	GSTO1 inh	PAD4 inh	PME-1 inh	LYPLA1 inh	PAFAH2 inh	PAFAH1B3 FP inh
CCOC(=O)c1cnc2c(cnn2C)c1NCCC#N	-5	-10	0	2	-5	-2	1	-4	7
N#CCC(=O)Nc1ccc(C(=O)NCc2ccccn2)cc1	-1	8	5	2	0	-1	-2	-3	6
O=C(CNC(=S)N(Cc1ccccc1F)C1CCCCC1)NCCN1CCOCC1	2	11	3	9	4	-1	2	6	2
CC1(C)C2CCC1(CS(=O)(=O)Nc1cccc(S(N)(=O)=O)c1)C(=O)C2 (stereo not given)	-5	3	/	-6	-1	4	-2	/	/
CN(C(=O)COC(=O)c1nc(Cl)ccc1Cl)c1ccccc1	2	3	7	2	4	-4	-3	-4	5
Cc1ccc(C)c(-c2cc(C(=O)Nc3cccc(C(=O)O)c3)c3ccccc3n2)c1	-4	3	5	-6	-9	-8	0	4	9
Cc1ccc(NC(=O)/C(=C\C=C\c2ccccc2)NC(=O)c2ccccc2)cc1	-7	4	4	5	-5	-9	0	-7	0
O=C(NC1CCCC1)C(c1ccncc1)N(CCCN1CCOCC1)C(=O)c1ccc(-c2ccccc2)[nH]1 (stereo not given)	10	4	4	6	-6	-4	-3	2	9
CCOc1cc(/C=C2\C(=N)N3N=C(N4CCCCC4)SC3=NC2=O)ccc1OC(=O)c1ccco1	0	21	2	13	0	0	-4	9	8
COc1ccc(C(=O)NN(C)c2nc(C(F)(F)F)nc3ccccc23)cc1	-3	0	7	-6	4	0	-3	-1	5
O=C(NCc1cccs1)C(=O)NCC(c1ccco1)N1CCN(c2ccccc2F)CC1 (stereo not given)	5	-4	-2	-2	-6	-5	2	-2	8
Cc1cc(=O)c(C(=O)O)nn1-c1ccccc1F	1	0	2	-2	-1	4	-2	2	-2
N#CC1=C(N)Oc2cc(N)ccc2C1c1ccc(F)cc1 (stereo not given)	-4	11	5	0	-2	6	-4	-1	5
O=C(COc1ccccc1)N1CCN=C1SCc1ccccc1	0	8	2	7	-4	-5	-2	-6	2
COc1ccc2c(c1)C(C)(CCN)C(=O)N2C (stereo not given)	7	2	0	-1	-1	-2	1	-8	8
